Screens (PubChem)
Dengue-2 NS5 capping – Dengue-2 NS5 methyltransferase inhibitors, primary screen, biochemical, confirmation dose response (AID 588689); one-dose inhibition, % at 25 µM; IC50 in µM for titrated hits; 340,000 compounds, 0.3% hits; Dengue-2 NS5 methyltransferase capping enzyme assay, biochemical; higher % means a stronger effect; in the data active = a potency from the dose series
AID2073 – disruptors of CaV2.2 binding to Mint1 – biochemical, HTRF (AID 2073); HTRF protein-protein interaction, Mint1-CaV2.2; higher % means a stronger effect; one-dose inhibition, % at 20 µM; IC50 in µM for titrated hits; 290,000 compounds, 0.19% hits; in the data active = inhibition mostly above about 51%, no sharp cut-off; also: some results filed as inactive read as strong as hits
GPR35 antagonists – GPR35 antagonists blocking zaprinast-driven arrestin recruitment, primary screen, imaging, U2OS, beta-arrestin-GFP, zaprinast agonist (AID 2058) | U2OS GPR35 beta-arrestin-GFP translocation imaging, zaprinast antagonism; higher % means a stronger effect | inhibition, % at 10 µM, or IC50 in µM where a hit was titrated | 290,000 compounds, 0.052% hits;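 active = inhibition of at least 50% with at least 30 cells and total cytoplasm GFP at most 10,000,000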
RSV CPE inhibition – inhibition of RSV-induced cytopathic effect – HEp-2 cells, primary 10 µM value included (AID 2391); CPE inhibition, % at 10 µM; hits with a dose series show IC50 in µM; HEp-2 cells, RSV-induced CPE inhibition; higher % means a stronger effect; 310,000 compounds, 0.13% hits; in the data active = a potency from the dose series; also: strong numbers were not always called active
LYP inhibition – inhibitors of LYP phosphatase, biochemical, fluorescence intensity, uHTS (AID 1779). 290,000 compounds, 0.054% hits. recombinant LYP phosphatase, fluorescence intensity; higher % means a stronger effect. one-dose inhibition, % at 11.5 µM; IC50 in µM for titrated hits; in the data active = inhibition above about 50%;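 also: plate controls were vehicle with enzyme for no effect and no enzyme for full effect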
UTI89 phage lysis – inhibition of K1F phage lysis, E. coli UTI89, bacterial capsule biogenesis inhibitors, alamar blue (AID 488966). 340,000 compounds, 0.02% hits. E. coli UTI89 K1F phage lysis, alamar blue, 2 h; higher % means a stronger effect. one-dose inhibition, % at 100 µM; IC50 in µM for titrated hits;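 active = phage lysis inhibition, versus mean bacterial control, above a set limit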;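 also: capsule biogenesis inhibitors block K1F phage lysis so surviving cells raise fluorescence; higher fluorescence means more inhibition of phage lysis; actives were called in the ten point dose series up to 300 µM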
Autophagy HCS – modulators of autophagy; MEF GFP-LC3 puncta imaging; test concentration mostly 10 µM; calls only at 10 µM (by protocol); 190,000 compounds, 0.98% hits;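 active = percentage of spot-positive cells more than 3 SD above its plate mean, without a fluorescence outlier flag or 80% toxicity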;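 also: spot-positive cell cutoff set from DMSO-treated cells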
WT yeast gro inh – growth inhibition of WT yeast, mitochondrial fusion screen; mitochondrial fusion phenotypic screen, WT strain; inhibition, % at 10 µM; 190,000 compounds, 2.1% hits; AID 1362; in the data active = inhibition above about 58%; tested in S. cerevisiae
NTR1 ag – NTR1-driven beta-arrestin-GFP spot formation – imaging, U2OS cells, high content, primary screen (AID 493036); activation, % at 20 µM; P30989; agonist mode; 330,000 compounds, 0.17% hits;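 active = activation at or above 40% of the spot to cytoplasm intensity ratio, with at least 20 cells analyzed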;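 also: 0% = DMSO without peptide and 100% = 100 nM NTR1 peptide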
Target sequence (P30989 whole entry, looked up): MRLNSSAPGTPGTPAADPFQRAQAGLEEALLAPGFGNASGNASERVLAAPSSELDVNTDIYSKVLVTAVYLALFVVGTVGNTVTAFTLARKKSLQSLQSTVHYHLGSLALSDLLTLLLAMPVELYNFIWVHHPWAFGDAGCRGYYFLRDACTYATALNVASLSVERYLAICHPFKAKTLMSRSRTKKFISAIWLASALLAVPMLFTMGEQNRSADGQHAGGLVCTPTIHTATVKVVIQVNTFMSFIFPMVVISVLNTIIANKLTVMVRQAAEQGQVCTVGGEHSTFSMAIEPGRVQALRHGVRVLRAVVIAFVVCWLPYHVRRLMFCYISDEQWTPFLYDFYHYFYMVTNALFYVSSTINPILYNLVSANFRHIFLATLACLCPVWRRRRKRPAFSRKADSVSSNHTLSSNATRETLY
WT yeast gro inh mutant strain – second read-out of WT yeast gro inh, no call of its own (marks repeat the call); inhibition, %; mitochondrial fusion phenotypic screen, mutant strain inhibition
Autophagy HCS cell loss 18 h – second read-out of Autophagy HCS, no call of its own (marks repeat the call); toxicity, %; measured here: cell loss, nuclei count;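 cell loss after 18 h compound exposure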
NTR1 ag cell count 20 µM – also measured in NTR1 ag; calls as there; cell count; measured here: cell count, cytotoxicity flag
Dengue-2 NS5 capping pilot replicate – further read-out of Dengue-2 NS5 capping, marked with its call; inhibition, %; measured here: pilot screen replicate inhibition
Numbers without * were called inactive; i = inactive; · = no result given; [ ] = dose if it differs, or a comment.

SMILES	Dengue-2 NS5 capping	AID2073	GPR35 antagonists	RSV CPE inhibition	LYP inhibition	UTI89 phage lysis	Autophagy HCS	Autophagy HCS cell loss 18 h	WT yeast gro inh	WT yeast gro inh mutant strain	NTR1 ag	NTR1 ag cell count 20 µM	others
Cc1nc2sc(C(c3cccs3)N3CCN(C(=O)c4ccco4)CC3)c(O)n2n1 (centres undefined)	-4%	2%	10%	2.8%	-3%	-2.1%	i	-10	4	-1	0.7	105
C=CCc1cc(Cl)ccc1OCCCNC(C)CC (centres undefined)	3%	-10%	-1%	0.1%	-12%	6.2%	i	-5	11	13	0.9	45
COc1cccc(N(CC(=O)NCCSc2ccc(Cl)cc2)S(C)(=O)=O)c1	-4%	-1%	-3%	1.6%	-10%	0.3%	i	1	2	-1	-3.3	86
NC(=O)CC(NC(=O)Cc1ccc(Cl)cc1)c1ccc(NC2CCCCCC2)c([N+](=O)[O-])c1 (centres undefined)	-1%	-1%	2%	-2.7%	-3%	-0.4%	·	·	·	·	12	65
CC(=O)N1N=C(c2ccco2)CC1c1cc2ccc(C)cc2nc1Cl (centres undefined)	-2%	19%	3%	3.1%	-4%	-1.3%	·	·	·	·	-0.8	66
O=C(c1ccco1)N1CCc2ccccc21	-33%	7%	-21%	0.2%	0%	0.9%	i	-21	5	19	1.3	47
COc1ccc(-c2nn3c(-c4ccccc4)nnc3s2)cc1	-3%	-6%	17%	0.9%	-6%	1.7%	i	-11	21	23	8.9	84
Cc1noc(C)c1COc1ccc(C(=O)NCC2CCCO2)cc1 (centres undefined)	0%	3%	-10%	0.9%	8%	0.0%	i	5	-1	-6	2.2	82
O=C(CN1C(=O)C2C3C=CC(C3)C2C1=O)NCC1COc2ccccc2O1 (centres undefined)	-6%	-8%	17%	0.1%	-2%	0.6%	i	48	5	7	-2.6	48
CCC(Oc1ccccc1)C(=O)Nc1ccc(S(=O)(=O)N2CCOCC2)cc1 (centres undefined)	-1%	-1%	2%	2.3%	-4%	3.1%	i	-6	-5	-5	-0.1	45

Next section, overlapping the part above by two compounds.
SMILES	Dengue-2 NS5 capping	AID2073	GPR35 antagonists	RSV CPE inhibition	LYP inhibition	UTI89 phage lysis	Autophagy HCS	Autophagy HCS cell loss 18 h	WT yeast gro inh	WT yeast gro inh mutant strain	NTR1 ag	NTR1 ag cell count 20 µM	others
O=C(CN1C(=O)C2C3C=CC(C3)C2C1=O)NCC1COc2ccccc2O1 (centres undefined)	-6%	-8%	17%	0.1%	-2%	0.6%	i	48	5	7	-2.6	48
CCC(Oc1ccccc1)C(=O)Nc1ccc(S(=O)(=O)N2CCOCC2)cc1 (centres undefined)	-1%	-1%	2%	2.3%	-4%	3.1%	i	-6	-5	-5	-0.1	45
CCOC(=O)N1CCN(Cc2nc(N)nc(Nc3ccc(Cl)cc3)n2)CC1	-7%	3%	9%	-0.7%	-6%	0.1%	i	-3	-11	8	0.4	54
CC(=O)c1c(C)[nH]c(C(=O)CN2CCN(S(=O)(=O)c3ccccc3)CC2)c1C	4%	·	·	0.4%	·	0.3%[50 µM]	·	·	·	·	0.4	93
CC(=O)N1CCN(c2ccc(NC(=O)c3ccc([N+](=O)[O-])o3)cc2Cl)CC1	-6%	13%	7%	-2.2%	-8%	-1.2%	·	·	·	·	24	44
CCOC(=O)c1sc(NC(=O)/C=C/c2ccccc2)nc1C	-1%	2%	17%	1.2%	4%	0.2%	i	17	-1	-33	0.0	85
COc1ccccc1C(=O)Nc1ccnn1C1CCN(C(=O)c2ccoc2C)CC1	12%	-14%	2%	0.4%	-10%	0.9%[50 µM]	·	·	·	·	-0.1	68
O=C(Nc1ccccc1Cl)c1ccc(S(=O)(=O)NCC2CCCO2)cc1 (centres undefined)	-1%	5%	2%	13%	-4%	0.8%	·	·	·	·	0.1	57
CSc1nc2c(cnn2-c2ccccc2)c(=O)n1N	5%	-2%	-5%	1.7%	-7%	0.1%	i	-2	-7	3	-1.9	95
CCSc1nnc(NC(=O)c2cccnc2)s1	-3%	1%	-10%	0.7%	-2%	2.1%	i	-14	4	-5	0.0	88
Cc1c(NC(=O)COC(=O)Cc2ccc(Cl)cc2)c(=O)n(-c2ccccc2)n1C	-11%	-3%	-17%	1.3%	-10%	0.1%	i	29	-3	8	-0.3	70
CCOCc1nnc(NC(=O)c2ccco2)s1	-1%	18%	12%	0.7%	-4%	0.7%	i	-9	42	16	-2.6	91

Among those listed so far, these contain an aryl methoxy group:
SMILES	Dengue-2 NS5 capping	AID2073	GPR35 antagonists	RSV CPE inhibition	LYP inhibition	UTI89 phage lysis	Autophagy HCS	Autophagy HCS cell loss 18 h	WT yeast gro inh	WT yeast gro inh mutant strain	NTR1 ag	NTR1 ag cell count 20 µM	others
COc1cccc(N(CC(=O)NCCSc2ccc(Cl)cc2)S(C)(=O)=O)c1	-4%	-1%	-3%	1.6%	-10%	0.3%	i	1	2	-1	-3.3	86
COc1ccc(-c2nn3c(-c4ccccc4)nnc3s2)cc1	-3%	-6%	17%	0.9%	-6%	1.7%	i	-11	21	23	8.9	84
COc1ccccc1C(=O)Nc1ccnn1C1CCN(C(=O)c2ccoc2C)CC1	12%	-14%	2%	0.4%	-10%	0.9%[50 µM]	·	·	·	·	-0.1	68

The listing continues:
SMILES	Dengue-2 NS5 capping	AID2073	GPR35 antagonists	RSV CPE inhibition	LYP inhibition	UTI89 phage lysis	Autophagy HCS	Autophagy HCS cell loss 18 h	WT yeast gro inh	WT yeast gro inh mutant strain	NTR1 ag	NTR1 ag cell count 20 µM	others
CNC(=O)CSc1nnc(NC(=O)C2CC(=O)N(c3ccccc3OC)C2)s1 (centres undefined)	-5%	9%	-2%	2.2%	0%	0.0%[50 µM]	·	·	·	·	1.3	49
O=C(COC(=O)CNC(=O)c1ccc(Cl)cc1Cl)NC(=O)NC1CCCCC1	-4%	·	·	-0.3%	·	0.7%[50 µM]	·	·	·	·	0.1	52
COc1ccc(COc2cc(-c3cccc(OC)c3)nc3ccc(NC(=O)C(C)C)cc23)cc1	-1%	15%	-4%	2.8%	3%	-3.0%	i	2	-2	-9	3.6	52
COc1ccccc1C(=O)NNC(=O)C(=O)Nc1ccc(C)cc1	0%	3%	-8%	-0.7%	-10%	i	·	·	·	·	-1.2	45
COCCNC(=O)c1onc(CSc2cccc(Cl)c2)c1C(=O)O	0%	-3%	-2%	1.2%	-11%	0.4%	i	7	4	32	0.8	83
CCN(CC)C(=O)CSC1=Nc2ccccc2C2=NC(Cc3c[nH]c4ccccc34)C(=O)N12 (centres undefined)	-8%	-3%	-7%	0.7%	1%	1.2%	i	6	11	19	-1.6	102
CCOC(=O)Cc1nnc(NC(=O)c2cccc(OCC)c2)s1	-3%	3%	-7%	1.5%	-2%	0.4%	i	-4	15	5	0.5	52
COc1ccc(C(=O)CCN2CCCCCC2)cc1	-10%	-7%	14%	-1.2%	2%	-1.1%	i	7	2	-9	3.4	62
O=C(O)C1CCCN1S(=O)(=O)c1ccc(Cl)c(Cl)c1 (centres undefined)	-1%	-1%	1%	0.3%	-4%	0.1%	i	18	-8	-2	-0.9	61
COc1ccc(Cl)cc1-c1nc(SCC(N)=O)n[nH]1	-5%	38%	-7%	3.2%	0%	0.3%	·	·	·	·	-0.3	62
CCN(CC)CCNC(=O)c1ccc(NC(=O)/C=C/c2ccc3ccccc3n2)cc1	3%	35%	3%	3.3%	-8%	-0.1%	·	·	·	·	-0.9	64
COC(=O)c1cc(S(=O)(=O)NC2CCN(Cc3ccccc3)CC2)cn1C	-4%	0%	6%	0.7%	-3%	6.8%	i	-11	10	6	-0.9	54
Cc1ccn(CCC(=O)N2c3ccccc3CC2C)n1 (centres undefined)	3%	10%	4%	0.9%	-2%	0.4%	·	·	·	·	0.0	63
CCCC(=O)Nc1ccc2c(c1)nc(CCNC(=O)c1ccco1)n2C	·	8%	-16%	1.5%	-7%	·	·	·	·	·	-0.4	47
Cn1c(CN2CCOCC2)nnc1SCc1ccccc1	-3%	-10%	15%	-0.6%	-7%	0.2%	i	10	-16	-9	-1.0	46
CCOc1ccc2nc(N/C(N)=N/C(=S)Nc3cccc(C)c3)nc(C)c2c1	-4%	11%	6%	-0.2%	0%	5.1%	i	3	16	15	11	46
Cc1cc(=O)[nH]c2c3ccccc3nn12	-8%	15%	6%	10.0%	-7%	-0.1%	i	14	12	6	-0.8	34
Cc1ccc(S(=O)(=O)Nc2ccc(C(=O)NCc3ccncc3)cc2)cc1	5%	8%	-1%	1.3%	-4%	1.4%[50 µM]	·	·	·	·	-0.5	64
O=C(NCCc1ccccc1)c1ccc2nc3cc(Cl)ccc3c(=O)n2c1	-7%	19%	-6%	0.7%	-10%	-0.2%	·	·	·	·	-0.9	99
CC1CCCN(c2nc3c(c(=O)[nH]c(=O)n3C)n2CCSc2nc3ccccc3o2)C1 (centres undefined)	-1%	-3%	-4%	0.4%	-5%	4.3%	i	3	5	4	5.3	51
Cc1cc([N+](=O)[O-])nn1CCCC(=O)NC1CCCCC1	0%	-8%	7%	0.4%	2%	-0.1%	i	-8	-2	-15	-0.6	52
Cc1ccccc1NC(=O)c1ccc2c(c1)C(=O)N(CC(C)C)C2=O	-7%	4%	-4%	0.8%	-9%	4.2%	·	·	·	·	-0.5	40
Cc1ccc2c(c1)N(CC(=O)N1CCCC1)C(=O)c1cccnc1O2	-6%	10%	-15%	0.5%	-11%	0.2%	·	·	·	·	2.0	70
O=C(Nc1cccc(-c2nn[nH]n2)c1)c1ccc(Cl)s1	-10%	14%	2%	1.6%	-5%	0.5%[50 µM]	·	·	·	·	1.7	50
Cc1cccc2nc(CNC(=O)CC3C(=O)NCCN3Cc3cccc(F)c3)cn12 (centres undefined)	3%	5%	1%	-0.7%	-10%	0.2%	·	·	·	·	-0.5	57
O=C(CN1CCN(c2ccccn2)CC1)N1CCc2ccccc21	-3%	-1%	5%	2.2%	-8%	0.5%	i	-10	9	2	-1.1	94
O=C(Nc1ccc(-c2nc3ccccc3o2)cc1)c1cc(-n2cnnc2)ccc1Cl	-4%	6%	-7%	16%	2%	0.2%	i	3	-18	2	8.4	69	Dengue-2 NS5 capping pilot replicate=4.5
COc1ccc(N2CCN(C(=O)c3ccc(C)cc3)CC2)c([N+](=O)[O-])c1	-2%	5%	·	5.3%	-3%	1.8%[50 µM]	i	14	30	6	2.0	59
O=C(CN(Cc1ccccc1)C(=O)c1csnn1)NCc1ccc2c(c1)OCO2	-4%	0%	4%	-0.8%	-4%	0.0%	·	·	·	·	-0.1	40
COc1ccc(/C=N/N=C2/NC(=O)C(CC(=O)O)S2)cc1OS(=O)(=O)c1ccccc1 (centres undefined)	1%	-8%	2%	0.6%	11%	-1.1%	i	3	-3	9	-0.6	91
CCC(O)(CC)C(=O)N(Nc1ccc(C)cc1)c1ccc(C)cc1	-3%	5%	-2%	0.8%	-7%	0.3%	·	·	·	·	-0.2	82
COc1ccc(/C=N/NC(=O)C[n+]2ccccc2)c(OC)c1OC	-5%	2%	-12%	1.7%	3%	0.5%	i	-7	-2	0	1.1	46
CCOc1cc(/C=C2/NC(=O)N(CC(=O)Nc3cccc(C)c3)C2=O)ccc1OC	3%	4%	3%	2.6%	-8%	1.0%	i	15	-3	1	-0.6	45
Oc1c(C=C2N=c3ccccc3=N2)sc(=S)n1C1CCCC1	-4%	-2%	-13%	2.9%	6%	3.7%	i	9	5	-8	3.3	58
